LEDGF integ inh: blocks HIV-1 LEDGF/p75-dependent DNA integration; inhibition, % at 3.7 µM; AID 743269; TR-FRET IN-LEDGF/p75 DNA integration, Eu/Cy5; hit rate 0.64% among 370,000;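 active means inhibition above the screen-wide mean plus 3 SD, cut at about 13% in these data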;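 further: signal is the Cy5 over europium emission ratio at 671 and 618 nm; 0% = plate median of compound wells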
rCAG RNA binder: r(CAG) repeat RNA binding. inhibition, % at 3 µM. TO-PRO-1 dye displacement fluorescence. hit rate 1.3% among 370,000;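 active means inhibition above the plate cutoff, the mean of all test compounds on that plate plus 3 SD, cut at about 35% in these data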;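 further: 0% = DMSO alone and 100% = 100 µM mitoxantrone as full dye displacement; higher means more dye released from RNA so lower well fluorescence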
MBD2 inh: MBD2-methylated oligo binding inhibition. inhibition, % at 4.4 µM. hit rate 0.31% among 370,000. AID 686964. TR-FRET, MBD2 binding to methylated oligonucleotide; in the data active means inhibition above about 13%
TCR CD3 inh: blocks the human TCR-CD3 interaction | TAMRA-labeled TCR probe fluorescence, biochemical | inhibition, % at 9.4 µM | hit rate 0.37% among 360,000; in the data active means inhibition above about 19%;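 further: recombinant mutant TCR 2C K166C tagged with TAMRA read by polarization; 0% = receptor in buffer alone and 100% = receptor with positive control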
Rev-erbA mod: modulators of human Rev-erb alpha DNA binding. P20393. Rev-erbα–FITC-DNA binding, fluorescence polarization, 90 min. activity, % at 10 µM. hit rate 0.79% among 370,000. AID 1259318;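 active means activity above about 14%, limit read from the data; passing the limit was not always enough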;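 further: 0% = DMSO wells with 35 nM protein and 100% = DMSO wells with 750 nM protein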
Target sequence (P20393 whole entry, looked up): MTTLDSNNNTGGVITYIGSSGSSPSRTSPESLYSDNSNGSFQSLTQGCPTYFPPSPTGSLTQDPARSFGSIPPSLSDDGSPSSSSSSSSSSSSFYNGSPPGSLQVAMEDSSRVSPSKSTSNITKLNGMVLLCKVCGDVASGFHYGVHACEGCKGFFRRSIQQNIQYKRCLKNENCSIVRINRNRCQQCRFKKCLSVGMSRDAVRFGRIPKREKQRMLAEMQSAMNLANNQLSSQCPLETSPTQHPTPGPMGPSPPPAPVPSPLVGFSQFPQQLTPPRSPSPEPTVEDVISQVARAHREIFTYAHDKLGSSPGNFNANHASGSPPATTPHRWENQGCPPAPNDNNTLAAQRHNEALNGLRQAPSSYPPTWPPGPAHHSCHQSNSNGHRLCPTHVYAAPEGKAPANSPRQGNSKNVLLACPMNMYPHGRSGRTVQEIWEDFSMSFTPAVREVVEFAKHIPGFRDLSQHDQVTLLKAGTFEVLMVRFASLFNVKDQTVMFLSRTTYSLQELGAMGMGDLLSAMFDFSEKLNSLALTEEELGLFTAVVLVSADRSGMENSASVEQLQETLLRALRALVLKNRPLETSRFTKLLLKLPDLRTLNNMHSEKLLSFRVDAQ
UHRF1 binding: UHRF1 methyl-DNA binding inhibition; Q96T88; UHRF1 binding to methylated oligo, TR-FRET; inhibition, % at 4.4 µM; hit rate 0.75% among 370,000; in the data active means inhibition above about 21%;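 further: UHRF1 SRA domain binding a hemimethylated CpG hairpin DNA probe; 0% = median of test compound wells and 100% = reference inhibitor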
mABHD4 FP: inhibits mouse alpha/beta hydrolase domain 4 | hit rate 0.54% among 370,000 | purified mABHD4, FP-Rh probe fluorescence polarization | inhibition, % at 8.92 µM;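 active means inhibition exceeding the mean over every tested compound plus 3 SD, cut at about 30% in these data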;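 further: 0% = plate median of compound wells and 100% = S159A mutant with DMSO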
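Material: mouse ABHD4 enzyme, wild type; Benchmarks: S159A mutant high control, sample median low control; Buffer or medium: HEPES pH 7.0, NaCl, Pluronic buffer; Signal: fluorescence polarization; Read-out: percent inhibition of probe binding, normalized to plate controls; Timing: pre-incubation 45 min, probe exposure 60 min, at 25 °C; Dosing: 8.92 µM, single dose.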
HTRA1 inh: blocks human HTRA1 serine peptidase | Q92743 | recombinant HTRA1, FP-rhodamine activity-based probe, fluorescence polarization | inhibition, % at 5.96 µM | hit rate 0.5% among 340,000; in the data active means inhibition above about 36%;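 further: 0% = enzyme with DMSO and 100% = wells lacking enzyme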
PG9 binder: binds the HIV-1 gp120 antibody PG9; TR-FRET gp120-PG9 antibody binding; inhibition, % at 6.7 µM; hit rate 0.43% among 360,000; AID 624416; in the data active means inhibition above about 8.5%
PRMT1 inh: PRMT1 (human) inhibition, primary screen. hit rate 1.3% among 370,000. recombinant PRMT1, activity-based probe fluorescence polarization. AID 652257. inhibition, % at 2.79 µM;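 active means inhibition above about 21% made by adding two undisclosed values, limit read from the data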
The depositor's hits bear a star; x = not tested or not shown. The list is partial (hit frequency here may not be typical).

structure,LEDGF integ inh,rCAG RNA binder,MBD2 inh,TCR CD3 inh,Rev-erbA mod,UHRF1 binding,mABHD4 FP,HTRA1 inh,PG9 binder,PRMT1 inh
CS(=O)(=O)c1ccc(N2CCN(C3CC(=O)NC3=O)CC2)cc1 (configuration not stated),-3,-3,-1,-6,2,4,8,9,-2.1,6
CCOC(=O)c1ccccc1NC(=O)COC(=O)c1c(CC)noc1C,2,-2,-4,4,-2,0,5,-6,-0.6,1
CCCC(=O)Nc1sc2c(c1C#N)CCCC2,0,-3,5,-4,-3,5,-6,-13,1.3,1
CC(C)=CCC[C@H](C)CC1Cc2[nH]c(=S)[nH]c(=O)c2C(c2ccc(F)cc2)O1 (some centres not stated),4,34,1,0,0,-1,-9,x,-1.4,-1
COc1ccc(NC(=O)Nc2nc(C(N)C3CCCCC3)cs2)cc1 (configuration not stated),10,40*,1,-1,-3,5,-2,x,0.3,-4
COC(=O)CNC(=O)c1sc2ncn(CC(=O)Nc3ccc(C)c(Cl)c3)c(=O)c2c1C,-3,17,-1,-6,0,1,-4,-16,-1.1,4
CC(C)C(=O)Nc1ccc(NC(=O)c2ccccc2Cl)nc1,-1,-2,0,3,-1,-6,-5,-3,-2.7,0
CN1CCN(Cc2nc3ccccc3c(=O)n2Cc2nc(-c3ccc([N+](=O)[O-])cc3)cs2)CC1,4,1,5,7,-2,1,12,-5,-2.3,2
O=c1[nH]c(=O)c2[nH]c(=S)[nH]c2[nH]1,-1,6,0,7,-5,-1,15,11,-2.4,80*
CC1CCN(C(=O)COC(=O)c2n[nH]c(=O)c3ccccc23)CC1,5,-2,-2,7,4,-2,-5,3,-0.4,1
O=CNc1cc(-c2ccc(C(=O)N3CCOCC3)cc2)cn2c(-c3ccc(F)cc3)cnc12,2,6,-1,-9,-7,-4,-3,x,1.7,3
O=C(NC1CCCc2ccccc21)c1ccc(S(=O)(=O)N2CCOCC2)cc1 (configuration not stated),4,-3,-3,-7,-1,3,0,3,-2.4,2
O=C(NC(=S)N(CC1CCC1)CC1CCCO1)c1cccc([N+](=O)[O-])c1 (configuration not stated),2,4,-4,-6,-2,2,14,0,0.2,6
O=C(Nc1ccccc1C(=O)O)c1ccc2c(c1)C(=O)N(c1cccc([N+](=O)[O-])c1)C2=O,1,6,-6,7,-6,1,-1,2,-2.5,-2
COC(=O)c1ccc(OCCOCCOc2cccc3ccc(C)nc23)cc1,1,-8,-1,5,-3,-3,-11,-3,-1.4,-2
CCCCC(=O)N(c1ccc(OCC)cc1)C1C=CS(=O)(=O)C1 (configuration not stated),0,-5,5,2,2,2,9,1,1.7,-2
Clc1ccc(-c2nnc(-c3ccccc3)o2)c(Cl)c1,-6,-2,0,-7,-9,1,1,-9,0.5,4
CCOc1ccccc1NC(=O)/C=C/C(N)=O,2,-2,4,2,0,1,1,3,-0.2,61*
COc1cccc(-c2nc3ccc(C(=O)NC(C)Cc4cccnc4)cc3o2)c1 (configuration not stated),1,0,2,-11,1,1,-18,-14,0.7,4
Cc1cccc(CN2CCN(Cc3cccc4nonc34)CC2CCO)n1 (configuration not stated),-4,-4,3,-6,0,-3,2,1,-1.2,-1
Cc1ccccc1Br,-2,0,5,3,-2,-1,-2,x,-2.6,2
O=[N+]([O-])c1ccc(NC2CCCCC2)nc1,1,-1,4,-2,0,-1,3,-4,-0.2,3
O=C(Nc1ccccc1C(=O)O)c1cc(S(=O)(=O)NCc2ccccc2)ccc1Cl,0,49*,-5,1,-1,2,-8,-6,-2.3,-3
Cc1cc(=O)oc(C)c1C(=O)OCC(=O)c1ccccc1,1,-1,-3,-2,0,-1,-2,-5,2.8,1
COCCOC(=O)C1=C(C)NC(=O)NC1c1cccc(F)c1 (configuration not stated),3,-1,-3,4,7,-1,-2,2,-1.2,-5
CC(=O)Nc1ccccc1NC(=O)c1ccccc1,-1,-1,-2,4,1,-3,1,6,1.1,-1
CCOc1ccc(Cl)cc1CNCCNCCO,-2,0,-7,8,0,-3,3,2,1.4,0
Cc1nnc(SCC2=C(C(=O)O)N3C(=O)C(NC(=O)Cc4ccccc4)C3SC2)s1 (configuration not stated),-4,19,2,-6,13,1,1,-4,-0.5,25*
O=C(/C=C/c1cccc([N+](=O)[O-])c1)NCCN1CCOCC1,0,-2,-6,0,-6,-2,5,3,-2.0,-1
Cc1nn(CC(=O)Nc2cccc(S(N)(=O)=O)c2)c(C)c1[N+](=O)[O-],1,6,1,1,2,-2,0,3,-1.0,0
O=S(=O)(c1ccccc1)c1cccc(S(=O)(=O)N2CCCCC2)c1,-1,3,3,0,2,3,-5,-3,1.0,3
CSc1ncccc1C(=O)Nc1nc2ccc(Oc3ccccc3)cc2s1,0,12,-1,2,2,-1,-13,-65,-2.0,-5
COc1cccc(OCCCCN2CCCCC2)c1,-2,2,11,6,-6,1,12,5,-1.8,-4
Cc1ccc(C)c(NC(=S)NCC(c2cccnc2)N2CCOCC2)c1 (configuration not stated),-3,0,0,7,-1,-1,-6,4,-0.9,-3
COc1ccc(Nc2nc(N)c([N+](=O)[O-])c(NCc3ccccc3)n2)cc1,7,12,-1,3,2,-3,-2,-1,-0.3,-9
CNc1ccccc(-c2ccc3ccccc3n2)c1=O,2,8,-7,9,6,-6,36*,38*,-5.5,24*
CCOC(=O)C1=CN(Cc2cccc(F)c2)S(=O)(=O)N(C)C1CCc1ccccc1 (configuration not stated),-3,6,-5,9,-2,-2,-16,-25,-0.1,-3
CC1c2cc3c(cc2CCN1CC(=O)Nc1ccccc1)OCCCO3 (configuration not stated),-1,-3,4,7,-10,-3,3,-6,1.5,0
COc1ccc(CNC(=O)CN(c2ccccc2OC)S(=O)(=O)c2cccs2)cc1,1,2,-1,-5,3,0,7,-5,-1.6,-1
Cc1ccc(C(OC(=O)c2ccco2)C(=O)NC2CCCCC2)cc1 (configuration not stated),3,-2,3,-2,8,6,-12,0,-2.0,-2
COc1ccc2cc(CCNC(=O)c3c(-c4ccccc4Cl)noc3C)c(=O)[nH]c2c1,0,0,1,5,1,0,5,-2,-0.5,0
COc1ccc2[nH]c(C(O)(Cc3cccnc3)Cc3cccnc3)cc2c1,-1,-2,1,5,-2,1,5,-2,-2.5,0
COC(=O)[C@]12C[C@H](CC(=O)N3CCN(C(=O)c4ccco4)CC3)C(=O)N(Cc3ccccc3)C1=C[C@H](C(C)(C)C)O[C@@H]2C,3,2,2,3,-1,1,1,x,0.7,-4
CC(NC(=S)NNS(=O)(=O)c1ccc(C(C)(C)C)cc1)c1ccccc1 (configuration not stated),1,20,-3,-7,-6,-3,4,3,-0.2,3

Source: PubChem (several laboratories)
